Bioassay records from PubChem.
NTR1 agonist – agonists of NTR1, primary screen, imaging, U2OS cells, beta-arrestin-GFP, high content (AID 493036); P30989; activation, % at 20 µM; NTR1-U2OS beta-arrestin-GFP spot imaging, agonist mode; 330,000 tested, 0.17% active;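 active means activation at or above 40% of the spot to cytoplasm intensity ratio, with at least 20 cells analyzed; inconclusive means wells under 20 cells, flagged as cytotoxic or low count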;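 further: 0% = DMSO without peptide and 100% = 100 nM NTR1 peptide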
Target sequence (P30989 whole entry, looked up): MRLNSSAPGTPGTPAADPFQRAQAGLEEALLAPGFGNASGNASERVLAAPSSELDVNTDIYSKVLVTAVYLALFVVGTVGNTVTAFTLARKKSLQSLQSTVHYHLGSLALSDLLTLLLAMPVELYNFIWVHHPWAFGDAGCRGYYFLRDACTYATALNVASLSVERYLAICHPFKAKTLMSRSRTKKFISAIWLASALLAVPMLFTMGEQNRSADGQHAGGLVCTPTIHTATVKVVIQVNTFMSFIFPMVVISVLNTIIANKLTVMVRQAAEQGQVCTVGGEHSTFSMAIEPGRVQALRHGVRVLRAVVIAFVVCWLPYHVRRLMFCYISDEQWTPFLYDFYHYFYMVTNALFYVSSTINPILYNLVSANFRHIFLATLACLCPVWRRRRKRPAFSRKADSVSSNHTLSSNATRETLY
GPR35 antagonists – GPR35 antagonists blocking zaprinast-driven arrestin recruitment, primary screen, imaging, U2OS, beta-arrestin-GFP, zaprinast agonist (AID 2058) | 290,000 tested, 0.052% active | one-dose inhibition, % at 10 µM; IC50 in µM for titrated hits | U2OS GPR35 beta-arrestin-GFP translocation imaging, zaprinast antagonism; higher % means a stronger effect;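 active means inhibition of at least 50% with at least 30 cells and total cytoplasm GFP at most 10,000,000; inconclusive means under 30 cells or total GFP of 10,000,000 plus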
K1F lysis inhibition – protection from phage-mediated lysis, alamar blue read-out – E. coli UTI89, K1F phage, bacterial capsule biogenesis inhibitors (AID 488966). E. coli UTI89 K1F phage lysis, alamar blue, 2 h; higher % means a stronger effect. one-dose inhibition, % at 100 µM; IC50 in µM for titrated hits. 340,000 tested, 0.02% active;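 active means phage lysis inhibition, versus mean bacterial control, above a set limit; inconclusive means no clear call, values can overlap the other calls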;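 further: capsule biogenesis inhibitors block K1F phage lysis so surviving cells raise fluorescence; higher fluorescence means more inhibition of phage lysis; actives were called in the ten point dose series up to 300 µM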
Dengue-2 NS5 capping – flavivirus cap methylation enzyme inhibition – biochemical, confirmation dose response, primary screen (AID 588689). Dengue-2 NS5 methyltransferase capping enzyme assay, biochemical; higher % means a stronger effect. one-dose inhibition, % at 25 µM; IC50 in µM for titrated hits. 340,000 tested, 0.3% active; in the data active means a potency from the dose series; inconclusive means inhibition above about 29% without an active follow-up result
WT yeast gro inh – growth inhibition of WT yeast, mitochondrial fusion screen | 190,000 tested, 2.1% active | inhibition, % at 10 µM | mitochondrial fusion phenotypic screen, WT strain; in the data active means inhibition above about 58%; tested in S. cerevisiae
LYP phosphatase – inhibitors of LYP phosphatase, biochemical, fluorescence intensity, uHTS (AID 1779) | recombinant LYP phosphatase, fluorescence intensity; higher % means a stronger effect | inhibition, % at 11.5 µM; hits with a dose series show IC50 in µM | 290,000 tested, 0.054% active; in the data active means inhibition above about 50%;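 further: plate controls were vehicle with enzyme for no effect and no enzyme for full effect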
RSV CPE inhibition – inhibition of RSV-induced cytopathic effect – HEp-2 cells, primary 10 µM value included (AID 2391); HEp-2 cells, RSV-induced CPE inhibition; higher % means a stronger effect; 310,000 tested, 0.13% active; one-dose CPE inhibition, % at 10 µM; IC50 in µM for titrated hits; in the data active means a potency from the dose series; inconclusive means CPE inhibition mostly from about 23% at the one dose, without a potency; inactive means the rest, 99 in 100 with CPE inhibition below about 21%; further: strong numbers were not always called active
Autophagy mod – modulators of autophagy; 190,000 tested, 0.98% active; calls only at 10 µM (by protocol); MEF GFP-LC3 puncta imaging; test concentration mostly 10 µM;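 active means percentage of spot-positive cells more than 3 SD above its plate mean, without a fluorescence outlier flag or 80% toxicity; inconclusive means no clear call, values can overlap the other calls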;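 further: spot-positive cell cutoff set from DMSO-treated cells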
AID2073 – inhibitors of Mint1-CaV2.2 protein interaction, biochemical, HTRF (AID 2073); HTRF protein-protein interaction, Mint1-CaV2.2; higher % means a stronger effect; inhibition, % at 20 µM, or IC50 in µM where a hit was titrated; 290,000 tested, 0.19% active; in the data active means inhibition mostly above about 51%, no sharp cut-off; inconclusive means no clear call, values can overlap the other calls; inactive means mostly below about 53%; further: some results filed as inactive read as strong as hits
WT yeast gro inh mutant strain – recorded beside WT yeast gro inh, whose call it bears; inhibition, %; mitochondrial fusion phenotypic screen, mutant strain inhibition
Autophagy mod cell loss 18 h – recorded beside Autophagy mod, whose call it bears; toxicity, %; measured here: cell loss, nuclei count;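 cell loss after 18 h compound exposure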
NTR1 agonist cell count 20 µM – further read-out of NTR1 agonist, marked with its call; cell count; measured here: cell count, cytotoxicity flag
Active calls of the source: *; i = inactive; ? = inconclusive; nt = no result given; + = active, no number; [ ] = dose if it differs, or a comment.

Screens in order: NTR1 agonist	NTR1 agonist cell count 20 µM	GPR35 antagonists	K1F lysis inhibition	Dengue-2 NS5 capping	WT yeast gro inh	WT yeast gro inh mutant strain	LYP phosphatase	RSV CPE inhibition	Autophagy mod	Autophagy mod cell loss 18 h	AID2073
Cc1sc2nc(C)n(/N=C/c3ccc(O)cc3)c(=O)c2c1C
    8.7	79	11.8%	0.1%	-10.4%	-18.7	-15.0	-5.4%	1.4%	i	3.5	48.3%
COc1cc(C2C(C#N)=C(N)OC3=C2C(=O)CCC3)c([N+](=O)[O-])cc1OC (centres undefined)
    nt	nt	-13.4%	3.1%	?	9.7	-2.8	1.8%	1.4%	i	9.0	-0.4%
O=C(NC1CCSC1=O)C1CCCCC1 (centres undefined)
    -1.4	40	-5.4%	0.6%	-7.5%	-0.3	-13.2	-5.9%	2.2%	i	-11.1	-4.8%
Cc1ccc(N2CC(C(=O)N3CCCCCC3)CC2=O)cc1 (centres undefined)
    -0.9	70	10.1%	-0.1%	-1.9%	nt	nt	-5.4%	1.1%	nt	nt	-1.7%
COc1cccc(-c2cc(C(=O)N3CCc4ccccc4C3)no2)c1
    2.2	80	-12.0%	6.6%	-3.2%	35.8	10.8	-4.3%	10.1%	i	3.3	-0.8%
Cc1ccc(Sc2c(C(=O)Nc3ccc(F)cc3F)c(C(F)(F)F)nn2C)cc1
    2.4	86	1.2%	0.0%	-2.3%	14.1	65.5	6.2%	0.7%	i	-1.9	14.9%
CCC1(C)Cc2c(sc3nnn(CC(=O)Nc4ccccc4C)c(=O)c23)CO1 (centres undefined)
    0.5	66	-4.8%	-0.5%	-0.8%	6.8	9.9	-0.1%	-0.8%	i	-11.4	-6.9%
COc1ccc(/C=N/Nc2nc3ccccc3c(=O)[nH]2)cc1
    -2.6	44	15.5%	0.3%	-1.4%	10.7	10.9	-4.8%	0.5%	i	22.9	-1.6%
CCC(C)n1c(OC)nc2c1c(=O)n(C)c(=O)n2C (centres undefined)
    -0.4	51	-0.7%	-2.0%	-3.7%	-24.5	-0.9	-2.8%	2.5%	i	-6.5	-3.7%
NS(=O)(=O)c1ccc(CCNC(=O)c2ccc(CS(=O)(=O)c3ccc(Br)cc3)o2)cc1
    0.4	42	13.0%	0.0%	-7.1%	nt	nt	-10.5%	-0.6%	nt	nt	-4.6%
CN(C)CCNC(=S)Nc1ccccc1Cl
    0.1	72	-13.4%	0.4%[50 µM]	-0.7%	1.8	9.5	-5.1%	0.5%	i	-11.8	-0.4%
COc1cccc(OC)c1C(=O)Nc1cccc(C(=O)Nc2cccc(C(=O)O)c2)c1
    1.1	118	-4.2%	-0.9%[50 µM]	-2.6%	nt	nt	-9.1%	0.5%	nt	nt	3.1%
COc1ccc(CCNC(=O)c2ccc(OCC(=O)N3CCOCC3)c(OC)c2)cc1OC
    0.7	63	-16.2%	0.2%	2.0%	nt	nt	-9.1%	-0.3%	nt	nt	5.9%
COC(=O)c1ccccc1NC(=O)C1CC(=O)N(c2ccc(C)c(C)c2)C1 (centres undefined)
    -1.7	82	20.5%	-0.5%	-6.5%	-1.9	12.2	-8.6%	1.4%	i	-7.3	2.2%
O=C(COc1ccc2ccccc2c1)NNC(=O)C(=O)Nc1ccccc1
    0.5	47	18.3%	0.4%	0.0%	nt	nt	2.4%	2.1%	nt	nt	2.9%
NC(=O)COC(=O)CN1C(=O)C2CCCCC2C1=O (centres undefined)
    1.5	56	-3.9%	0.7%[50 µM]	-8.4%	-19.3	-11.0	-0.9%	0.9%	i	-1.4	44.9%
COc1ccc(C2=CC3=C(Br)C(=O)C(C)(OC(=O)c4ccco4)C(=O)C3=CO2)cc1 (centres undefined)
    1.4	87	-15.3%	1.4%	15.6%	nt	nt	0.5%	1.9%	nt	nt	7.3%
CCN(CC(=O)Nc1ccc(NC(C)=O)cc1)C(=O)c1ccc(C(=O)c2ccccc2)cc1
    -2.2	48	nt	0.4%[50 µM]	-8.8%	nt	nt	nt	1.5%	nt	nt	nt
CCOC(=O)CSc1ncc(-c2ccccc2)cn1
    1.0	78	0.1%	4.4%	-8.9%	-4.7	-32.8	-7.7%	0.4%	i	11.9	10.5%
Cc1[nH]c2ccccc2c1SCc1nnc(SCc2ccccc2)n1C
    1.3	54	16.4%	0.4%	-6.9%	nt	nt	-7.8%	1.2%	nt	nt	2.1%
Cc1ccc(-n2cc(CNCCCn3ccnc3C)c(-c3ccc(F)cc3)n2)cc1
    4.3	56	-0.9%	1.4%	-3.8%	43.3	21.9	-10.3%	8.8%	i	84.0	8.4%
COc1cc(OC)cc(C(=O)NC(C(=O)O)C23CC4CC(CC(C4)C2)C3)c1 (centres undefined)
    0.6	29	-3.7%	-1.6%	-4.7%	-0.4	7.2	3.9%	-0.1%	i	0.0	-0.3%
COc1cc2nc3occc3c(OC)c2cc1OC
    0.2	99	2.9%	0.4%	-4.8%	8.0	-6.8	-6.3%	20.9%	i	-18.7	2.4%
CCOC(=O)c1cc(CC)sc1NC(=O)COC(=O)c1cc[n+]([O-])cc1
    -0.5	24	-13.6%	0.3%	-17.1%	-3.2	-3.2	-10.8%	5.1%	i	2.1	12.6%
Cc1cc(C)c(C)c(S(=O)(=O)NCc2ccc(C(=O)N3CCOCC3)cc2)c1C
    0.7	50	-0.5%	0.0%	-3.9%	nt	nt	-6.2%	2.1%	nt	nt	6.1%
CCc1ccccc1N1CC(C(=O)O)CC1=O (centres undefined)
    -0.6	49	5.0%	0.3%	0.7%	1.5	3.0	5.9%	0.3%	i	-1.7	9.5%
Cc1nc2ccccc2c(=O)n1/N=C/c1ccccn1
    0.0	46	1.9%	4.7%	0.0%	-10.3	10.6	-4.6%	-0.2%	i	-3.7	1.2%
CCCCNc1nc(C)c(C(C)=O)cc1C#N
    -0.2	93	14.0%	-0.1%	-4.1%	-5.1	24.3	-3.9%	-1.1%	i	28.5	7.4%
O=C(CC1c2ccccc2Oc2ccccc21)NCc1ccco1
    1.2	59	19.5%	5.1%	-2.1%	0.5	-7.8	-3.2%	2.4%	i	-11.3	-2.3%
Cn1c(SCC(=O)N2CCN(c3ccccc3)CC2)nnc1-c1c[nH]c2ccccc12
    9.9	82	17.1%	-0.8%	1.4%	-0.8	-3.9	7.6%	2.7%	i	2.3	3.1%
COc1ccc(C(=O)O)cc1S(=O)(=O)N1CCCc2ccccc21
    0.9	82	1.2%	0.2%	2.0%	nt	nt	-13.4%	-0.4%	nt	nt	17.3%
Oc1ccc(-c2nnc(-c3ccccc3)c(-c3ccccc3)n2)cc1
    22.1	58	9.0%	nt	nt	4.1	-6.4	6.9%	14.0%	i	11.0	-0.9%
Cc1ccc(C)c(C(C)NC(=S)NC2CCCCC2)c1 (centres undefined)
    0.8	73	-2.8%	0.0%	-2.3%	nt	nt	-4.0%	0.4%	nt	nt	1.8%
CNC(=O)c1sc(-c2ccccn2)nc1C
    -0.3	57	-3.6%	0.6%	-1.5%	1.5	-5.1	-8.3%	0.7%	i	-5.3	15.5%
O=C(c1ccc(Cl)cc1)c1oc2ccccc2c1CS(=O)c1ccc(Cl)cc1 (centres undefined)
    14.1	94	-3.0%	0.4%	-0.7%	46.0	12.6	2.6%	4.0%	i	-20.9	-19.5%
O=C(N/N=C/c1cc(Br)c(Br)o1)c1cc2ccccc2o1
    5.9	73	10.8%	3.2%	-5.4%	nt	nt	-4.6%	3.5%	nt	nt	11.6%
COc1cc(C(=O)NCc2ccc(-c3nc4ccccc4s3)cc2)cc(OC)c1OC
    5.1	45	-6.4%	0.9%	-1.4%	1.8	7.5	2.8%	2.8%	i	-0.2	12.9%
CC(C)c1ccc(NC(=S)NN(c2ccccc2)c2ccccc2)cc1
    5.4	85	30.0%	0.0%[50 µM]	-5.8%	1.8	-0.5	5.9%	2.5%	i	5.6	-4.9%
O=C(NCc1ccccc1F)C1CCCN(C(=O)NC2CCCCC2)C1 (centres undefined)
    1.5	88	1.0%	0.1%	-7.4%	-8.0	-9.8	-3.1%	-1.7%	i	-9.9	4.4%
NC(=O)C1(N2CCCCC2)CCN(C(=S)Nc2ccc(Cl)cc2)CC1
    nt	nt	-3.2%	-0.1%	-5.7%	4.7	-11.3	-6.6%	nt	i	6.0	-8.5%
COC(=O)c1cn(CCOc2ccccc2)c2ccccc12
    1.9	44	-8.0%	0.0%	-9.0%	-17.3	-13.8	-2.1%	1.8%	+	-5.5*	-5.3%
On1c(-c2ccccc2)nc2ccc(Cl)cc21
    0.8	87	-5.6%	0.2%	1.3%	4.1	-3.3	-4.8%	-0.2%	i	-7.4	9.9%
CSc1ncccc1C(=O)NCC1CCCCC1
    1.2	43	-7.8%	0.0%	-2.4%	-4.5	4.5	-9.0%	-1.6%	i	7.7	3.9%
COc1ccccc1/C=C/C=N/NC(=O)c1cccs1
    2.3	43	4.9%	0.6%	-7.7%	nt	nt	0.6%	-1.1%	nt	nt	4.6%

No new results follow: 3 of the compounds above.
Screens in order: NTR1 agonist	NTR1 agonist cell count 20 µM	GPR35 antagonists	K1F lysis inhibition	Dengue-2 NS5 capping	WT yeast gro inh	WT yeast gro inh mutant strain	LYP phosphatase	RSV CPE inhibition	Autophagy mod	Autophagy mod cell loss 18 h	AID2073
Cc1sc2nc(C)n(/N=C/c3ccc(O)cc3)c(=O)c2c1C
    8.7	79	11.8%	0.1%	-10.4%	-18.7	-15.0	-5.4%	1.4%	i	3.5	48.3%
COc1cc(C2C(C#N)=C(N)OC3=C2C(=O)CCC3)c([N+](=O)[O-])cc1OC (centres undefined)
    nt	nt	-13.4%	3.1%	?	9.7	-2.8	1.8%	1.4%	i	9.0	-0.4%
O=C(NC1CCSC1=O)C1CCCCC1 (centres undefined)
    -1.4	40	-5.4%	0.6%	-7.5%	-0.3	-13.2	-5.9%	2.2%	i	-11.1	-4.8%
